Screening results (PubChem)
TNF necrop inh – inhibitors of TNF-alpha triggered necroptosis, primary screen, cell-based, Jurkat FADD-/-, single concentration; Jurkat FADD-/- TNF necroptosis rescue, ATP luminescence, 24 h; 0 = TNF only, 100 = no-TNF cells; activation (protection from cell death), % at 10 µM; 0.068% of 220,000 active;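 active means activation, meaning protection from cell death, of at least 50% relative to plate controls; inactive means activation below 50%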;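 further: necroptosis triggered by 40 ng/mL TNF-alpha added together with compound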
EP2 mod – EP2 receptor modulators, cAMP readout, primary screen, cell-based, HTRF cAMP, PGE2 stimulation; Prostaglandin E2 receptor EP2 subtype (Homo sapiens), P43116; EP2-expressing cells, cAMP HTRF FRET, PGE2 co-stimulation; induction, % at 25 µM; 0.83% of 260,000 active;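 active means compounds whose cAMP rise, as percent of the full-agonist control response, exceeds 60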;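 further: rat C6 glioma line stably carrying human EP2 under a CMV promoter; the protocol text gives 20 µM as final concentration; 100% = response of wells given 1 µM PGE2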
Runt-CBFb FRET – inhibitors of RUNX1 Runt–CBFb binding, primary screen, biochemical, FRET, Cerulean-Runt, Venus-CBFb, uHTS | Runt-related transcription factor 1 (Homo sapiens) + Core-binding factor subunit beta … | Cerulean-Runt/Venus-CBFb FRET ratio 530/480, 1 h | inhibition, % at 20 µM | 0.46% of 220,000 active;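 active means inhibition over about 50% at 20 µM in the single-dose screen, limit read from the data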;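 further: 0% = DMSO wells and 100% = excess unlabeled CBFb competitor control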
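Buffer or medium: Tris pH 7.5 buffer with BSA. Assay system: Cerulean-labeled Runt domain protein. Amount: each fluorescent fusion protein 100 nM. Read-out basis: loss of energy transfer signal. Incubation: 1 h compound exposure, room temperature. Probe or stimulus: Venus-CBFb binding partner, 100 nM. Detection: FRET, excitation 422 nm, emission at 530 and 480 nm.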
RBBP9 inhibitor – human RBBP9 inhibitors, primary screen, biochemical, fluorescence polarization, FP-Rh probe, HTS; Serine hydrolase RBBP9 (Homo sapiens), O75884; recombinant RBBP9; inhibition, % at 7.94 µM; 0.2% of 220,000 active; AID 1515, 2009;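 active means inhibition above the campaign mean of all tested compounds plus 3 SD, cut at about 14% in these data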;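 further: plate controls were DMSO wells with RBBP9 for no effect and wells lacking RBBP9 protein for full effect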
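Test system: recombinant human RBBP9. Quantity: 2.5 µM RBBP9 dispensing solution, before mixing. Detection: FP readout at 525/598 nm. Reagent: Serine-hydrolase probe FP-Rh, 375 nM pre-mixing. Measure: % inhibition. Control set: DMSO-treated enzyme wells and wells lacking RBBP9. Buffer or medium: Tris-NaCl-Pluronic buffer, pH 8.0. Times: preincubation 30 min plus labeling 45 min at 25 °C.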
Hck Nef HTS – inhibitors of Nef-activated human Hck kinase, primary screen, biochemical, Z-Lyte FRET, 384-well, Hck-YEEI; Tyrosine-protein kinase HCK (Homo sapiens), P08631; Recombinant Hck-YEEI plus Nef, Z-Lyte FRET kinase assay; inhibition, % at 20 µM; 0.68% of 220,000 active;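 active means Hck-Nef kinase inhibition above about 50%, limit read from the data; inactive means inhibition below that limit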;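 further: 0% = DMSO with Hck plus Nef and 100% = Hck alone without Nef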
EP2 antag – human EP2 receptor antagonists, primary screen, TR-FRET cAMP, C6 glioma cells; Prostaglandin E2 receptor EP2 subtype (Homo sapiens), P43116; 0.52% of 260,000 active; AID 1422, 2008; inhibition, % at 25 µM; C6 glioma cells expressing human EP2; cells stimulated with saturating PGE2;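 active means percent inhibition above 40 after rounding to a whole number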;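 further: rat C6 glioma host cells with rolipram phosphodiesterase inhibitor present; the protocol text gives 20 µM as final concentration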
Runt-SMMHC FRET – inhibitors of RUNX1 Runt–CBFb-SMMHC binding, primary screen, biochemical, FRET, Cerulean-Runt, Venus-CBFb-SMMHC, uHTS | Runt-related transcription factor 1 (Homo sapiens) + Core-binding factor subunit beta … | Cerulean-Runt/Venus-CBFb-SMMHC FRET ratio 530/480, 1 h | inhibition, % at 20 µM | 0.74% of 220,000 active | AID 1434, 2008;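 active means mean inhibition across duplicate retests at 20 µM reaching about 50%, limit read from the data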;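 further: 0% = DMSO wells and 100% = wells with excess untagged CBFb-SMMHC; inhibitors lower the FRET ratio by blocking Runt binding to CBFb-SMMHC; some results filed as inactive read as strong as hits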
L929 necroptosis – inhibitors of zVAD-triggered necroptosis, primary screen, L929 cells | viability rescue, % at 10 µM | AID 1377, 2008 | L929 zVAD necroptosis rescue, ATP luminescence, 24 h; with zVAD 60 µM | 0.38% of 220,000 active;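 active means activation, scaled between plate controls, above about 75%, limit read from the data; inactive means activation under that limit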;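 further: 0% = zVAD with DMSO and 100% = DMSO alone without zVAD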
PERK inh – block of dimerizer-induced PERK translation repression, primary screen, PERK inhibitor project, CHO PERK-DD cells, SEAP luminescence, HTS. CHO PERK-DD fusion, SEAP luminescence translation reporter. inhibition, % at 5.6 µM. 0.17% of 220,000 active. AID 1416, 2008;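 active means inhibition above the mean inhibition of all tested compounds plus 3 SD, set separately per screening campaign, cut at about 2.9% in these data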;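 further: PERK kinase domain activated by AP20187 dimerizer at 100 nM; 0% = DMSO with dimerizer and 100% = rapamycin at 8.4 µM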
Target sequence (Q9NZJ5 whole entry, looked up, the tested form may be a part): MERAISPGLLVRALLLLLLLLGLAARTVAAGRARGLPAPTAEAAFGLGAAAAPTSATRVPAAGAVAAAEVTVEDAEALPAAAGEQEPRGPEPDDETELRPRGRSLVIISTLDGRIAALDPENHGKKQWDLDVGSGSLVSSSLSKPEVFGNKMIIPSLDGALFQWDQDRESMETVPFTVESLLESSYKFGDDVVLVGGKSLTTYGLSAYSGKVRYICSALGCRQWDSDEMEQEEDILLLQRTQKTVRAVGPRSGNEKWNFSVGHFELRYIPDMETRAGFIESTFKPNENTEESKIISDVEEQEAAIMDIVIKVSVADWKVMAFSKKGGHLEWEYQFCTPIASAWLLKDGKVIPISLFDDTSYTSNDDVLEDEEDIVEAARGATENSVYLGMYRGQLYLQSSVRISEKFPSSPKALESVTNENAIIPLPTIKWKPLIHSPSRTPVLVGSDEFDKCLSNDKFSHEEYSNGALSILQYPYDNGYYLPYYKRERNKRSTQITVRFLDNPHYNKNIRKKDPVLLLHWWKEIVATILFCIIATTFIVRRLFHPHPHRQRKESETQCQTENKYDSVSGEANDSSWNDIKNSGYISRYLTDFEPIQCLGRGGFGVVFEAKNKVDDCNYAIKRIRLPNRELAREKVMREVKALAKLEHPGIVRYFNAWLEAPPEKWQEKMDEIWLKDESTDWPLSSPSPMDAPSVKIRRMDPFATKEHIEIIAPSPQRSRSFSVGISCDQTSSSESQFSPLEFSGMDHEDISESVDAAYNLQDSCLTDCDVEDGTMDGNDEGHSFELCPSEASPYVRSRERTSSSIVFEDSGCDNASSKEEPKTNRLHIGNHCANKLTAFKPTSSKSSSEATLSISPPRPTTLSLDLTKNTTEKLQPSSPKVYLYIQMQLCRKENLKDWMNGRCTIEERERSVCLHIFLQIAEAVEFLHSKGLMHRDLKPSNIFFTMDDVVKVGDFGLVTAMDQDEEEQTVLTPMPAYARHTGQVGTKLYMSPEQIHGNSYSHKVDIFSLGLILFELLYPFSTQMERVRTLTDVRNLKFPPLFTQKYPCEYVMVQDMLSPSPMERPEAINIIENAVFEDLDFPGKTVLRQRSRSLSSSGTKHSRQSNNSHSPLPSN
Numbers without * were called inactive; . = not tested or not shown; & = joins results of further samples. These rows are one share of the data (hit frequency here may not be typical).

SMILES	TNF necrop inh	EP2 mod	Runt-CBFb FRET	RBBP9 inhibitor	Hck Nef HTS	EP2 antag	Runt-SMMHC FRET	L929 necroptosis	PERK inh
COCC(=O)Nc1cc([N+](=O)[O-])ccc1OC	0.1	40	-1	-10	6	12	3	0.5	1.0
O=C(NC1CCCC1)c1ccccc1-c1ccccc1	0.7	10	2	-6	-1	4	-1	.	-0.4
COC(=O)c1cc2occc2n1CC(=O)N(C)C1CCCCC1	-1.7	-6	-1	-13	0	11	-2	-0.6	-0.5
O=C(CCc1nnc(C2(c3ccc(Cl)cc3)CCC2)o1)NCCCn1cccn1	0.4	60	4	-1	18	11	2	2.5	0.7
COc1ccc(C2C(C(=O)N3CC(C)CC(C)C3)c3ccccc3C(=O)N2C)cc1 (stereo not drawn)	-1.7	-10	1	2	2	9	0	-0.1	-1.2
O=C(NC1CC1)C1=C[C@H](c2ccc3c(c2)OCO3)C[C@H](OCc2ccc(CO)cc2)O1	0.7	-26	0	0	15	7	-2	-0.4	1.5
COc1ccc(OC)c(N)c1	-5.6	-7	-2	7	3	.	-1	-0.3	-1.0
CCOc1ccccc1NC(=O)C1CC2CCCC(C1)C2=O (stereo not drawn)	-0.4	28	0	2	7	6	4	0.3	0.5
O=C(COC(=O)/C=C/c1ccccc1)Nc1cc(C(F)(F)F)ccc1N1CCOCC1	0.6	17	1	-4	2	20	3	-0.5	0.5
COc1cc(NC(=O)C2=C(N3CCOCC3)/C(=C\c3ccc(Br)cc3)CC2)cc(OC)c1OC	-1.0	5	-8	-6	4	18	-11	0.5	-0.6
COC(=O)c1ccccc1NC(=O)Cn1c(SC)c(F)cnc1=O	-1.0	6	2	-10	1	5	3	-0.2	1.4
COc1ccc(-n2c(SCc3ccc([N+](=O)[O-])cc3)nnc2-c2ccc(C)cc2)cc1	-1.4	31	13	-10	-4	10	3	-0.8	-0.8
COc1ccc(CCN=C(N)C(C)c2ccccc2)cc1OC (stereo not drawn)	3.3	35	2	2	24	7	-1	-0.2	0.9
Cc1sc2nc(SCc3nc(-c4ccccc4)no3)n(-c3ccccc3)c(=O)c2c1C	-3.5	31	1	-7	1	1	8	0.9	-0.6
O=[N+]([O-])c1cccnc1N1CCN(c2ccc(F)cc2)CC1	-1.1	-11	-1	1	23	3	-2	1.2	0.4

Profiles from above. Order of screens: TNF necrop inh, EP2 mod, Runt-CBFb FRET, RBBP9 inhibitor, Hck Nef HTS, EP2 antag, Runt-SMMHC FRET, L929 necroptosis, PERK inh
`COc1ccc(OC)c(N)c1` is listed as -5.6, -7, -2, 7, 3, ., -1, -0.3, -1.0
`COCC(=O)Nc1cc([N+](=O)[O-])ccc1OC` is listed as 0.1, 40, -1, -10, 6, 12, 3, 0.5, 1.0

Next part:
SMILES	TNF necrop inh	EP2 mod	Runt-CBFb FRET	RBBP9 inhibitor	Hck Nef HTS	EP2 antag	Runt-SMMHC FRET	L929 necroptosis	PERK inh
CCOc1cc(N2CCOCC2)c(OCC)cc1NC(=O)c1ccco1	-0.5	-6	-2	7	-1	1	1	-0.3	-0.1
O=C(C#Cc1ccccc1)c1ccc([N+](=O)[O-])cc1	-12	-30	39	6	-1	.	26	0.4	0.1
CCOC(=O)CSc1ncnc2c1cnn2-c1ccccc1	1.4	6	-1	-8	2	7	-2	1.6	0.9
O=C(NCc1ccc(C(F)(F)F)cc1)C12CN(Cc3ccccc3)CC1C(c1cccc([N+](=O)[O-])c1)=NO2 (stereo not drawn)	-1.0	21	1	-8	0	21	1	0.6	-0.5
COc1ccc(OCC(=O)Nc2cccc(OC)c2)cc1	-3.0	-4	1	-4	2	8	-8	0.1	0.3
O=C(NCc1ccc(Cl)cc1Cl)c1ccccn1	2.0	-34	-1	-1	1	7	-8	1.3	1.1
c1ccc(Oc2cccc3cccnc23)nc1	1.6	0	0	0	20	8	-1	0.8	-0.7
N#CC(C#N)=Cc1ccc(OCC(=O)N2CCOCC2)cc1	-0.7	7	2	-2	20	12	1	8.3	0.5
CS(=O)(=O)Nc1cccc(C2=NN(S(=O)(=O)c3ccccc3)C(c3ccco3)C2)c1 (stereo not drawn)	2.7	-6	18	-8	23	12	13	-0.9	-0.6
CCNC(=S)Nc1cccc([N+](=O)[O-])c1	0.2	2	0	-9	6	7	3	.	0.6
CC(C(=O)Nc1ncn[nH]1)N1C(=O)c2ccccc2C1=O (stereo not drawn)	-0.8	-5	-1	1	9	23	-5	0.3	1.7
C#CCn1c(=NC(=O)c2sc3ccccc3c2Cl)sc2cc(S(N)(=O)=O)ccc21	1.5	16	-18	-10	62*	11	-31	0.6	0.0
COc1cccc(C2(O)CCN(C(=O)C(C)C)CC2)c1	0.3	1	2	2	8	6	-6	0.6	-0.6
O=S(=O)(N1CCOCC1)N1CCN(c2ccc(F)cc2)CC1	0.0	-9&-8	0	-1	2	7&8	0	0.1	-0.3
Cn1cccc1/C=N/NC(=O)Cc1ccccc1	0.9	-8	3	8	24	5	-3	0.8	1.6
CCC(=O)N/C(N)=N/c1nc(C)c2cc(OC)ccc2n1	-0.8	17	0	-2	1	7	2	1.0	-0.3
Cc1ccc(S(=O)(=O)NC(=O)N2CCC(C)CC2)cc1	1.4	4	0	-5	2	.	-2	0.6	2.4
O=C(Cc1cccs1)NCc1cccs1	3.6	-17	2	-2	6	12	-2	-0.7	1.4
O=C(NCc1ccccn1)Nc1cccc(Cl)c1	3.2	-30	-2	5	-5	7	3	0.6	0.8
Cc1ccc(S(=O)(=O)NCC(=O)OCC(=O)N2CCc3ccccc32)cc1	-2.9	9	-2	1	1	12	-1	0.0	-0.7
O=C1CCCCCC1C1(O)C(=O)Nc2ccccc21 (stereo not drawn)	1.0	5	0	6	1	11	1	0.6	-0.5
Cc1cc(O)c(C(C)C)cc1NC(=O)Cn1nc(C)c2ccccc2c1=O	0.4	21	1	-4	2	4	-4	1.4	0.2
O=S(=O)(Nc1nccs1)c1cc(Cl)ccc1Cl	-0.7	61*	-1	0	1	10	-4	1.4	0.2
CC(OC(=O)c1ccco1)C(=O)NCc1cccs1 (stereo not drawn)	0.9	11	1	-5	1	2	1	1.5	0.7
CCOC(=O)c1cncc(NC(=O)c2ccccc2)c1	-1.9	-11	2	-6	3	11	-3	0.3	-0.2
COc1ccc(/C=N/NC(=O)CCc2c(C)n[nH]c2C)cc1O	0.7	-10	8	-4	1	4	1	1.4	0.0
COc1ccccc1OCC(=O)Nc1ccc(C(N)=O)cc1	0.0	-20	-1	6	1	7	-4	0.3	0.4
CN1CCN(S(=O)(=O)c2ccc(Sc3nc4ccccc4[nH]3)c3nsnc23)CC1	1.7	1	12	-6	1	10	3	0.3	-0.7
Oc1ccccc1CNCc1ccccc1	3.5	-3	-2	-3	-6	3	2	2.7	-0.4
CC(=O)Nc1ccc(-c2csc(Nc3ccc(S(N)(=O)=O)cc3)n2)cc1	-0.1	-68	1	0	31	6	-7	12	0.9
Cc1occc1-c1nnc(SCCNCCO)o1	1.2	-45	0	5	14	8	0	-1.0	1.8
O=C(N/N=C/c1cccc([N+](=O)[O-])c1)c1cc2ccccc2o1	0.6	-2	4	0	6	8	-3	0.8	2.4
O=C(O)c1ccccc1-c1ccccc1C(=O)NCc1cccnc1	0.4	30	-1	-2	21	3	1	2.2	1.0
CC1CC(C)CN(CCOc2ccc(Br)cc2)C1 (stereo not drawn)	0.9	9	-3	-1	-55	7	0	-0.2	-0.2
Cc1cc(NC(=O)CSc2ccc3c(c2)OCCO3)no1	1.1	-2	1	-5	3	8	2	0.7	0.7
COc1ccccc1-c1noc(-c2ccccc2)n1	-1.8	-3	1	-5	1	.	-6	0.0	0.6
CCOCC(=O)Nc1ccc([N+](=O)[O-])cc1OC	0.6	1	1	-4	-8	9	2	1.6	0.1
COc1ccc([C@@H]2C[C@H]3CN(Cc4ccccc4OC)C(=O)[C@]34CCCN24)cc1C	1.0	4	.	-6	21	13	.	3.2	-0.2
Cc1ccc(NC(=O)c2cccc(Cl)c2)nc1	-2.2	0	1	-5	0	8	-3	0.3	-0.1
O=C(CCCCO)CCCCCCCC[C@H]1N[C@H](CO)[C@H](O)[C@@H]1O[C@@H]1O[C@H](CO)[C@@H](O)[C@H](O)[C@H]1O	1.8	15	0	11	-3	6	2	5.3	0.4
COc1ccc(/C=C(\C#N)C(=O)OC2CCOC2=O)cc1 (stereo not drawn)	0.0	5	0	-4	6	-1	-3	72	1.0
COc1cc(C)nc(Nc2nc(C)c(C(C)=O)s2)n1	-3.8	4	2	-7	19	22	-3	6.7	-0.1
Cc1ccc2c(C(=O)CN3CCN(c4ccccc4)CC3)c(C)[nH]c2c1	-3.8	-43	-2	0	0	5	-4	0.3	0.3
COc1ccc(Cl)cc1NC(=O)c1cccc(NC(=O)CCC(=O)O)c1	0.3	24	-2	2	4	6	-1	0.9	1.4
O=C(NNc1cccc(Cl)n1)c1ccc(Cl)nc1	1.1	-3	0	-1	3	7	3	0.3	0.4
O=C(CSc1ncn[nH]1)NC12CC3CC(CC(C3)C1)C2	0.5	24	0	0	1	4	-8	-0.2	-1.8
Cc1nnc(SCC(=O)N2CCc3ccccc32)n1-c1ccccc1	0.6	21	0	-9	10	13	-5	1.3	0.0
C#CC(C)(CC)NC(=O)c1cc2nc(C3CC3)cc(C(F)(F)F)n2n1 (stereo not drawn)	1.2	-15	-4	-6	9	3	-40	-0.7	0.2
Cc1nc(N)c(C#N)c(-c2ccccc2Cl)c1C	-2.2	22	1	-2	-3	16	2	0.8	-0.1
O=C1NC(=NCc2ccccc2)S/C1=C\c1ccccc1	1.4	-22	-1	-4	3	17	-2	0.7	0.2
CSCCC(NS(=O)(=O)c1ccc2ccccc2c1)C(=O)O (stereo not drawn)	0.0	22	2	-1	1	13	3	0.7	-0.9
COc1ccc(NC(C)C(=O)N/N=C/c2cc(Br)ccc2OC)cc1 (stereo not drawn)	-0.2	-73	0	-1	26	5	2	0.1	0.4
